# Screening results (PubChem)
# TNAP act hiacc – TNAP (human) activation, high acceptor. P05186. purified TNAP, CDP-star luminescence, 1 M DEA, 30 min; active compounds read high; 0 = EDTA background, 1 = DMSO-only activity. activation factor at 20 µM. 200,000 tested, under 10 active;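 active = activation factor at least 2 at 20 µM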
# Target sequence (P05186 whole entry, looked up): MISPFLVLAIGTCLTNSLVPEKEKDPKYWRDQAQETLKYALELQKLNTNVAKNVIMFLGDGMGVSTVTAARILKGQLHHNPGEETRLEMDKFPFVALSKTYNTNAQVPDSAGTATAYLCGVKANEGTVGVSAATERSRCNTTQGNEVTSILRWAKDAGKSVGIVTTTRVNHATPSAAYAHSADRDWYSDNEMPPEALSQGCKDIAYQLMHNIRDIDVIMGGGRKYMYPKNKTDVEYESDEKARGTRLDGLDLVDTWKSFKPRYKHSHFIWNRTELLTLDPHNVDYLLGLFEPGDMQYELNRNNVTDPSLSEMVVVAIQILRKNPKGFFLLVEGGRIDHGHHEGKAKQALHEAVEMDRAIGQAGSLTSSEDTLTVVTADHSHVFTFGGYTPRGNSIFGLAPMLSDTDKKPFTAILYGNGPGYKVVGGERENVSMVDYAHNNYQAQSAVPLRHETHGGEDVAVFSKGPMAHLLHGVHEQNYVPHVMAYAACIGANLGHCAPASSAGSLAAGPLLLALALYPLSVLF
#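 Test system – human TNAP · Doses – 20 µM single point · Incubation – 30 min, room temperature · Signal – luminescent substrate turnover signal · Read-out basis – activation factor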
# TNAP inh noacc – inhibitors of human TNAP without phosphate acceptor; purified TNAP, CDP-star luminescence, 30 min; inhibition, % at 20 µM; 200,000 compounds, 0.26% hits;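 active = tissue-nonspecific alkaline phosphatase inhibition above about 50% at 20 µM in the single-dose screen, limit read from the data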;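 also: 0% = DMSO negative control and 100% = EDTA positive control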
# HMGR II inh – inhibitors of class II HMG-CoA reductase from Enterococcus faecalis | purified E. faecalis HMGR, NADPH absorbance 340 nm kinetic | inhibition, % at 10 µM | 190,000 compounds, 0.41% hits;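 active = inhibition above a set limit, the median over all tested compounds plus 3 SD, cut at about 9.5% in these data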;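 also: enzyme runs in reverse so mevalonate oxidation gives rising NADPH absorbance; 0% = complete reaction with DMSO and 100% = background rate lacking mevalonate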
# bIAP inhibitor – blocks bovine intestinal alkaline phosphatase activity; purified bovine IAP, CDP-star luminescence, 30 min; inhibition, % at 20 µM; 190,000 tested, under 10 active;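 active = over 50% inhibition of intestinal alkaline phosphatase at 20 µM in the single-dose screen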
#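 Incubation: 30 min reaction at room temperature / Material: purified bovine intestinal alkaline phosphatase (IAP) enzyme / Input: enzyme at 1/65,000,000 dilution / Dosing: 20 µM single dose / Signal: CDP-star luminescence signal / Reagent: CDP-star chemiluminescent phosphatase substrate, 30 µM final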
# bIAP activator – intestinal alkaline phosphatase (bovine) activation. purified bovine IAP, CDP-star luminescence, 30 min; active compounds read high; fold of DMSO-control signal, blank-subtracted. activation factor at 20 µM. 200,000 compounds, 0.17% hits. AID 1016;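 active = activation factor of 2 or more at 20 µM, a signal rise over negative controls twice the positive control's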
# SRC2 TRFRET art – TR-FRET artefact, counter-screen to PPARgamma/SRC-2 agonist assay; active compounds read high; TR-FRET ratio at 8 µM; 200,000 compounds, 0.4% hits; AID 1049; in the data active = TR-FRET ratio above about 2000; also: inactives centre near 1500; reference of the scale not given here
# TNAP inh hi DEA – TNAP (human) inhibition, high acceptor. AID 1135. P05186. 200,000 compounds, 0.03% hits. purified TNAP, CDP-star luminescence, 1 M DEA. inhibition, % at 20 µM;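 active = over 50% inhibition of tissue-nonspecific alkaline phosphatase at 20 µM in the single-dose screen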;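 also: plate controls were DMSO wells for no effect and EDTA-quenched wells as full inhibition for full effect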
# PPARg SRC1 recr – agonists of human PPARgamma SRC-1 coactivator recruitment. PPARgamma-SRC-1 coactivator recruitment biochemical assay. activation, % at 8 µM. 200,000 compounds, 0.41% hits. AID 631; in the data active = activation above about 19%;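 also: 0% = DMSO and 100% = reference agonist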
# Target sequence (P37231 whole entry, looked up): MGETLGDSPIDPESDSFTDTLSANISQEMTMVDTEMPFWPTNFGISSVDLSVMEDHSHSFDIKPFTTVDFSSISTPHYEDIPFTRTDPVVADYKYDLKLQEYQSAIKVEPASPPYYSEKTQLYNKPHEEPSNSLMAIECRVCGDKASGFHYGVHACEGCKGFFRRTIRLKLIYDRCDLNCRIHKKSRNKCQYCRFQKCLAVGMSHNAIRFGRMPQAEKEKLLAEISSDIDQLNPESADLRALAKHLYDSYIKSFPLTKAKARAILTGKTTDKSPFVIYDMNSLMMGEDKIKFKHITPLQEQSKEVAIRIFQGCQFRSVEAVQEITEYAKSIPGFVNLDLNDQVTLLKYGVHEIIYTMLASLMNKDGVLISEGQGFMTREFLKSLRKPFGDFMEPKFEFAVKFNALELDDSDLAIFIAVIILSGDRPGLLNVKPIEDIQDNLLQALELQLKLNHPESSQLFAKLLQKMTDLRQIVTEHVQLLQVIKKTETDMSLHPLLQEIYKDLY
# PPARg SRC2 recr – agonists of SRC-2 recruitment by human PPARgamma; 200,000 compounds, 0.34% hits; PPARgamma LBD-SRC-2 recruitment, biochemical; P37231; activation, % at 8 µM; in the data active = activation above about 22%;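 also: 0% = vehicle and 100% = reference agonist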
# PPARg SRC-3 ag – PPARgamma-driven SRC-3 recruitment agonism; P37231; biochemical PPARgamma/SRC-3 coactivator recruitment assay; activation, % at 8 µM; 200,000 compounds, 0.26% hits; in the data active = activation above about 23%;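 also: 0% = DMSO and 100% = reference agonist; some compounds past the cut are filed as inactive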
# * = called active by the depositor; . = not tested or not shown. This is a random part of the collection. Share with any hit: about 1.6%.
no.	molecule	bIAP activator	TNAP act hiacc	TNAP inh noacc	PPARg SRC1 recr	PPARg SRC-3 ag	PPARg SRC2 recr	TNAP inh hi DEA	bIAP inhibitor	SRC2 TRFRET art	HMGR II inh
1	COc1ccc2cc(C(=O)C3CCCN(C(=O)c4snnc4C)C3)ccc2c1 (centres undefined)	0.9	1	-3	8	3	-5	-4	7	1625	3
2	CN(C)/C=N/c1c(C#N)cnn1-c1ncnc2sc(-c3ccccc3)cc12	1.1	1.1	-9	4	13	5	-6	-6	1429	-5
3	CN1CCC(N2CCN(c3cccc(C(F)(F)F)c3)CC2)CC1	1	1	-17	8	-3	4	-2	2	1503	1
4	COc1ccc(/C=C/C(=O)N(CC(C)C)CC(C)C)cc1Br	0.8	1	-9	2	0	8	3	16	1508	-6
5	COC(=O)c1ccc(OC)c(CSc2nnc(COc3cccc(C)c3)o2)c1	1	1.1	-7	7	-7	7	-5	2	1437	1
6	Cc1cc(C)c(NC(=O)CCCOC(=O)C2=COCCO2)c(C)c1	1.1	1.1	-15	-2	4	0	-6	-11	1775	-5
7	CCOC(=O)COC(=O)c1ccc(Oc2cc(C)nc(SC)n2)cc1	0.9	1	-8	-1	16	22	-2	8	1852	-2
8	O=C(c1ccco1)N1CCN(C(=O)C2CC(c3ccc(Cl)c(Cl)c3)=NO2)CC1 (centres undefined)	1	1	-9	-4	-9	2	-3	1	1423	0
9	COc1ccc(C(=O)COC(=O)CNC(=O)C2CCCCC2)c(OC)c1	0.9	1	-26	0	-1	1	-2	6	1318	-4
10	COC(=O)C1=C(N)Oc2cc(C)n(Cc3ccncc3)c(=O)c2C1c1cccnc1 (centres undefined)	.	.	.	1	5	7	.	.	1734	.
11	Cc1ccc2cc(C(=O)O)c(C)nc2c1	1	1	-7	5	3	5	-2	-2	1494	-5
12	Cc1ccc(C(=O)Nc2nc3ccccc3s2)s1	1	1	-7	4	-1	15	-3	-3	1549	-6
13	Cc1cccc(C(=O)Oc2ccc(/C=N/NC(=O)Cc3ccc([N+](=O)[O-])cc3)cc2)c1	0.6	1	-11	2	3	12	3	39	1597	-4
14	CCOC(=O)c1sc(Nc2ccc(F)cc2)nc1C	0.9	1	-2	-3	4	0	4	6	1490	8
15	Cc1ccc(-c2nnn(C/C(N)=N/O)n2)cc1	1.1	1	-8	2	5	-3	2	-8	1316	-1
16	O=C1CC(N2CCN(c3ccc(Cl)c(Cl)c3)CC2)C(=O)N1 (centres undefined)	1	1.1	-11	-1	8	-7	-6	-5	1382	-11
17	S=C(NCCCN1CCOCC1)Nc1cccc(-c2nnc3n2CCCCC3)c1	1	1	-13	13	5	2	0	4	1396	-2
18	CN(C)c1nc(C=C(C#N)C#N)c(Cl)n1-c1ccc(F)cc1	1	1	-13	5	6	10	-4	-5	1778	0
19	O=C(/C=C/c1ccc2c(c1)OCO2)Nc1cccnc1	1.2	1	-3	2	3	-2	-2	-24	1528	-8
20	Brc1ccccc1-c1nnc(COc2ncnc3c2cnn3-c2ccccc2)o1	1.1	1.1	2	-1	-1	-5	-7	-8	1283	0
21	COc1ccc(OC)c(NC(=O)Cc2coc3cc(C)cc(C)c23)c1	0.9	1	-13	6	5	10	-3	12	1614	-5
22	Cc1[nH]c2ccccc2c1C(=O)COC(=O)CCS(=O)(=O)c1ccccc1Cl	1	1	-10	4	1	-2	-3	-3	1584	-6
23	O=C1CCc2cc(S(=O)(=O)N3CCN(c4cccc(C(F)(F)F)c4)CC3)ccc2N1	1	1	-3	10	0	12	-1	-2	1361	-4
24	COc1cccc2c1OC[C@@H](CO)[C@H]2N(C)C(=O)Nc1ccc(Cl)cc1	1.1	1	-8	-1	-2	-7	-2	-6	1570	0
25	Cc1cccc(-c2nsc(SCC(=O)NCC3CCCO3)n2)c1 (centres undefined)	1.1	1	-14	6	1	7	-4	-15	1548	2

# Among those listed so far, these contain a furan ring, fused or not:
no.	molecule	bIAP activator	TNAP act hiacc	TNAP inh noacc	PPARg SRC1 recr	PPARg SRC-3 ag	PPARg SRC2 recr	TNAP inh hi DEA	bIAP inhibitor	SRC2 TRFRET art	HMGR II inh
8	O=C(c1ccco1)N1CCN(C(=O)C2CC(c3ccc(Cl)c(Cl)c3)=NO2)CC1 (centres undefined)	1	1	-9	-4	-9	2	-3	1	1423	0
21	COc1ccc(OC)c(NC(=O)Cc2coc3cc(C)cc(C)c23)c1	0.9	1	-13	6	5	10	-3	12	1614	-5

# Following part.
no.	molecule	bIAP activator	TNAP act hiacc	TNAP inh noacc	PPARg SRC1 recr	PPARg SRC-3 ag	PPARg SRC2 recr	TNAP inh hi DEA	bIAP inhibitor	SRC2 TRFRET art	HMGR II inh
26	COc1cc(/C=C2\N=C(c3ccccc3)OC2=O)ccc1OCc1c(C)no[n+]1[O-]	0.9	1	-5	4	-3	1	-5	10	1655	1
27	CC(C)Cn1c(CN(Cc2ccccc2)Cc2ccccc2)nc2c1c(=O)n(C)c(=O)n2C	0.9	1	-5	7	17	5	-3	7	1561	-1
28	O=C(Nc1nnc(SCC(=O)N2CCCc3ccccc32)s1)c1ccccc1	0.9	1	-7	7	0	2	0	13	1551	-1
29	O=C(CCCn1c(=O)[nH]c2cc(Cl)ccc2c1=O)NC1CCCCCC1	0.9	1	-2	0	1	2	-1	6	1381	-12
30	COc1ccc(C(=O)COC(=O)c2ccc(NC(C)=O)cc2)cc1[N+](=O)[O-]	0.9	1	-10	0	-3	-7	-3	15	1556	-3
31	CC(=O)NC1=NN(C(C)=O)C(C)(c2cccnc2)S1 (centres undefined)	1.1	1	-4	5	-3	1	0	-8	1406	-3
32	COc1ccccc1NC(CC(=O)c1ccccc1)C(=O)OCC(=O)c1ccc(F)cc1 (centres undefined)	0.8	0.9	-4	8	3	8	5	17	1556	1
33	CCC(=O)Nc1cc(C(=O)OCC(=O)c2ccc(Cl)cc2Cl)ccc1C	0.9	1	-7	-1	-5	-7	0	5	1408	-6
34	CC(C)CC(NC(=O)C1CCC(C)CC1)C(=O)Nc1ccccn1 (centres undefined)	1	1	-14	-7	-3	3	-3	4	1448	-4
35	Cc1ccc(NS(=O)(=O)c2ccc(CCC(=O)NC3CC3)cc2)cc1	0.9	1	-4	0	5	-2	3	8	1446	0
36	Cc1nonc1CN(C)C(=O)c1ccc(OC2CCN(C(=O)c3cccnc3)CC2)cc1	0.9	1.1	-9	11	1	6	-9	5	1537	-2
37	O=C(Nc1cnc2ccccc2c1)c1cccnc1	0.9	1.1	-18	5	-6	-13	-5	10	1539	2
38	C=CCn1c(SCC(=O)NC(=O)NC)nnc1C1CCCCC1	1	1	-5	1	4	8	-3	1	1468	-1
39	O=C(Cc1ccc(F)cc1)Oc1ccc(C(=S)N2CCCC2)cc1	0.9	1	-14	2	0	1	-2	6	1641	0
40	CCCC(=O)NC(Nc1c(C)n(C)n(-c2ccccc2)c1=O)C(Cl)(Cl)Cl (centres undefined)	1.1	1	-7	2	3	1	-2	-15	1591	-1
41	O=C(Nc1nnc(-c2cccs2)o1)c1cc(-c2ccccc2)nc2ccccc12	0.8	1.1	-12	-1	1	3	-7	16	1371	0
42	O=C(CSc1nc(C2CCCCC2)nc2ccccc12)NCc1ccc2c(c1)OCO2	1	1	-16	-1	-1	13	-1	5	1942	-1
43	CC1Cc2nc(SCC(=O)N3CCc4ccccc43)n(C)c(=O)c2S1 (centres undefined)	1	1	0	2	-5	1	3	4	1578	-3
44	CCc1cccc2c(SCC(=O)NCC3CCCO3)nc(-c3ccc(F)cc3)nc12 (centres undefined)	1	1	-6	-4	5	3	-5	-4	1717	1
45	CC(=O)n1nc(-c2ccccc2)nc1NCc1ccc(N(C)C)cc1	1.1	1	50*	6	3	8	-4	-7	1554	-3
46	Cc1cccc(NC(=O)COC(=O)c2ccc([N+](=O)[O-])o2)c1C	1	1	-10	1	4	11	1	-2	1701	-4
47	N#C/C(=C\c1cn(Cc2ccc(F)cc2)c2ccccc12)C(=O)NCc1ccco1	0.9	1	-1	-1	2	-2	2	13	1683	-3
48	COc1ccccc1CNC(=O)CSc1nc(N)c(C#N)c(-c2cccs2)c1C#N	1	1	-5	3	30*	9	-2	2	1644	.
49	C/C(=N\NC(=O)COc1ccc([N+](=O)[O-])cc1)C(C)(C)C	1	1	-2	3	18	5	2	-1	1552	1
50	COc1ccc(-n2c(C)n[nH]c2=O)cc1OC	1	1	-10	0	10	6	-4	3	1642	-4

# An excerpt from above in order of their number in PPARg SRC-3 ag, smallest number first:
cpd | mol | PPARg SRC-3 ag
43 | CC1Cc2nc(SCC(=O)N3CCc4ccccc43)n(C)c(=O)c2S1 (centres undefined) | -5
32 | COc1ccccc1NC(CC(=O)c1ccccc1)C(=O)OCC(=O)c1ccc(F)cc1 (centres undefined) | 3
35 | Cc1ccc(NS(=O)(=O)c2ccc(CCC(=O)NC3CC3)cc2)cc1 | 5

# 2 records drawn at random from those above:
no.	molecule	bIAP activator	TNAP act hiacc	TNAP inh noacc	PPARg SRC1 recr	PPARg SRC-3 ag	PPARg SRC2 recr	TNAP inh hi DEA	bIAP inhibitor	SRC2 TRFRET art	HMGR II inh
43	CC1Cc2nc(SCC(=O)N3CCc4ccccc43)n(C)c(=O)c2S1 (centres undefined)	1	1	0	2	-5	1	3	4	1578	-3
30	COc1ccc(C(=O)COC(=O)c2ccc(NC(C)=O)cc2)cc1[N+](=O)[O-]	0.9	1	-10	0	-3	-7	-3	15	1556	-3

# Continuation:
no.	molecule	bIAP activator	TNAP act hiacc	TNAP inh noacc	PPARg SRC1 recr	PPARg SRC-3 ag	PPARg SRC2 recr	TNAP inh hi DEA	bIAP inhibitor	SRC2 TRFRET art	HMGR II inh
51	CN(CCc1ccccn1)C(=S)Nc1ccc(Cl)cc1Cl	0.9	1	-9	0	-1	8	-5	10	1615	-3
52	Nc1nnnn1NCc1cccc(OCc2ccccc2)c1	1.1	1	-4	6	6	8	-2	-14	1570	1
53	CCN(CC)S(=O)(=O)c1cccc(NC(=O)c2ccc(-n3nc(C)cc3C)cc2)c1	0.3	1	-5	-5	2	-5	4	.	1498	1
54	Cc1cccnc1CN1CCN(C(=O)c2cc(COc3ccc4ncccc4c3)on2)CC1	0.9	1.1	-8	5	-4	0	-6	11	1669	1
55	O=C(NCCCn1ccnc1)/C(=C/c1ccccc1)NC(=O)c1ccccc1	1.1	1	2	6	2	4	-1	-13	1636	-7
56	CCOc1c(CNc2nnnn2C)cccc1OC	1	1	-10	-2	1	-2	-3	3	1490	-3
57	CN1CCC(OC(=O)c2cccc(Br)c2)CC1	1	1	-8	2	0	3	0	1	1454	-1
58	CCCCC(CC)CNC(=O)C(=O)C1C(=O)Nc2ccccc21 (centres undefined)	0.9	1	-6	4	2	11	-1	9	1697	-5
59	O=C(c1cnccn1)N(Cc1ccco1)C1(C(=O)NC2CCCC2)CCCCC1	1	1	-14	10	-4	3	-3	0	1383	-1
